RAD52 inh = inhibitors of human RAD52 DNA annealing | P43351 | recombinant RAD52 DNA annealing, FRET fluorescence | inhibition, % at 18.7 µM | 360,000 tested, 0.46% active | AID 651710;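 active means every replicate showing at least 50% inhibition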
Target sequence (P43351 whole entry, looked up): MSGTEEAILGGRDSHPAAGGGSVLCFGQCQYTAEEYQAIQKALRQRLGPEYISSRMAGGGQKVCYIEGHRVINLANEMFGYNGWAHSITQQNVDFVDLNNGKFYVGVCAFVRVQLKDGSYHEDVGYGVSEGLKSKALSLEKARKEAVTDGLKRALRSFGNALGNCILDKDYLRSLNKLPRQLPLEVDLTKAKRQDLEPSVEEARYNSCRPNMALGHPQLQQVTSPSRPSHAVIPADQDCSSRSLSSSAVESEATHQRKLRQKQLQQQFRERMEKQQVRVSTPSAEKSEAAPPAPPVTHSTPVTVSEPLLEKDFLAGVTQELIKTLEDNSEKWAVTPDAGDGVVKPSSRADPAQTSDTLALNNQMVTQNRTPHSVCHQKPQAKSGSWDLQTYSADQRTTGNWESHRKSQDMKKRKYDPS
RAD54 branch = RAD54 (human) branch migration inhibition; AID 602329; inhibition, % at 10.4 µM; RAD54 Holliday junction branch migration, FAM/BHQ fluorescence; Q92698; 360,000 tested, 0.14% active;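 active means mean normalized replicate activity at least 40 and at least half of replicates scoring 40 or more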;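 further: 0% = median of neutral control wells and 100% = median of positive control wells; inhibitors cause a drop in the FAM fluorescence signal; in these data hits start at about 50%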
Xi reactivation = reactivates the inactive X chromosome in mouse fibroblasts; XiGFP mouse fibroblasts, % GFP-positive cells imaging, 3 d; cells co-treated with 5-aza-dC sensitizer; scaled so ellipticine positive control = 100%; activation, % at 7.58 µM; 360,000 tested, 0.055% active; AID 743238;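 active means mean normalized replicate activation at least 10% and every replicate at or above 10%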;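 further: 0% = median of on-plate neutral control wells and 100% = ellipticine 6 µM median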
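Assay system: SV40-immortalized XiGFP fibroblast cells, line 68-5-11; buffer or medium: DMEM plus 5-aza-dC sensitizer; compound: one concentration, pinned; timing: compounds 3 days, fix/stain 15 min at room temperature; benchmarks: positive control ellipticine, 6 µM final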
esBAF inh = inhibitors of esBAF chromatin remodeling in mouse ES cells; Bmi1-luciferase knock-in reporter, 24 h; 100% = twice the neutral-well signal; reporter increase, % at 12.5 µM; 350,000 tested, 2% active; in the data active means activation above about 40%;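 further: 0% = median of the plate's neutral control wells and 100% = double that signal; a rise in the Bmi1 reporter signal indicates esBAF inhibition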
ERAP1 inh = blocks human ERAP1 aminopeptidase activity. Q9NZ08. recombinant ERAP1, Leu-AMC fluorescence, 60 min. inhibition, % at 10.7 µM. 340,000 tested, 0.15% active. AID 652197;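 active means mean replicate inhibition of at least 30%, or all replicates individually reaching that 30% level; inactive means mean below 30% and not every replicate reaching it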;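 further: 0% = neutral control wells and 100% = L-leucinethiol positive control wells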
INS-1E GSIS act = GLuc luminescence reporter in INS-1E cells, primary screen for activators of glucose-dependent secretion of insulin | INS-1E GLuc reporter insulin secretion, 2-3 h | activation, % at 16.6 µM | 370,000 tested, 0.61% active;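 active means lowest replicate activation of at least 40%, so every replicate reaches that level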;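 further: 0% = median of neutral control wells and 100% = median of IBMX positive control wells; some compounds called inactive have numbers as strong as hits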
CFTR F508del cor = CFTR F508del correction in bronchial cells. 350,000 tested, 0.36% active. activity (quench increase), % at 7.58 µM. AID 720511. CFBE cells, YFP halide quenching; stimulated with forskolin plus potentiator P3; % fluorescence drop versus neutral controls;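 active means mean added fluorescence quench of at least 8% versus neutral control, with both replicates also reaching 8%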;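 further: cells transiently co-express mutant CFTR-F508del with the halide-sensitive YFP; corrector assay measuring rescue of mutant channel to the surface after 24 h compound exposure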
ARNT-TACC3 inh = disruptors of human ARNT/TACC3 interaction | AlphaScreen His-ARNT PAS-B/GST-TACC3 binding, luminescence; TACC3 fragment carries E629A point mutation | 390,000 tested, 0.66% active | AID 623870 | inhibition, % at 9.99 µM;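 active means mean inhibition of replicates at least 50% and at least half of replicates each reaching 50%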;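 further: 0% = complete ARNT plus TACC3 wells and 100% = ARNT alone without TACC3; many hits fall short of the cut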
* marks the source's active call; other numbers are inactive results; . = no result given; & = joins results of further samples. This is a random part of the collection. Share with any hit: about 3.3%.

Values run as follows: RAD52 inh | RAD54 branch | Xi reactivation | esBAF inh | ERAP1 inh | INS-1E GSIS act | CFTR F508del cor | ARNT-TACC3 inh
CCc1ccc(OC2(C)CCN(Cc3ccccc3OC(F)F)C2)cc1 (centres undefined)
→ -5 | 14 | 1.9 | -5 | 1 | -1 | -2.0 | .
C[C@@H]1CN([C@H](C)CO)C(=O)Cc2cc(NC(=O)C3CC3)ccc2O[C@@H]1CN(C)CC1CCCCC1
→ -12 | 1 | -1.1 | -1 | 3 | 9 | 1.4 | 1
CN(C)c1ccc(/C=C/c2c([N+](=O)[O-])c(=O)n(C)c(=O)n2C)cc1
→ -7 | 5 | 0.1 | 19 | 3 | -12 | -1.8 | 7
CCCCC(=O)Nc1ncc(S(=O)(=O)c2ccc([N+](=O)[O-])cc2)s1
→ -13 | -12 | 0.0 | -4 | -2 | 13 | 2.3 | 1
Cc1ccc2c(COC(=O)c3ccc(C)c(C)c3)cc(=O)oc2c1
→ -4 | -7 | 0.0 | 46* | 0 | -8 | -0.4 | 0
N#CCCOC1(C#CCN2CCCC2)CCCCC1
→ -9 | -5 | 0.0 | -5 | 2 | . | 2.2 | -9
O=C(NCCc1ccc(F)cc1)c1ccc2c(=O)n3c(nc2c1)CCC3
→ -10 | . | 0.2 | 54* | -1 | 19 | 0.4 | .
C[C@H]1CN([C@@H](C)CO)C(=O)Cc2cc(NC(=O)Cc3ccccc3)ccc2O[C@H]1CN(C)C(=O)Nc1ccc(C(F)(F)F)cc1
→ 11 | 0 | 0.0 | 0 | 0 | -9 | -0.7 | 0
C=C[C@H]1C(O[C@@H]2O[C@H](CO)[C@@H](O)[C@H](O)[C@H]2O)OC=C2C(=O)N3CCc4cc(OC)c(O)cc4[C@H]3C[C@H]21 (some centres undefined)
→ -5 | -8 | . | -4 | 5 | -1 | 1.3 | -22
COc1cccc(-c2ccc3nnc(SCC(=O)N4CCOCC4)n3n2)c1
→ -5 | -1 | 0.0 | 5 | 13 | 32 | 2.7 | -6
C[C@@H]1CCCCO[C@H](CN(C)C(=O)Cc2ccccc2)[C@@H](C)CN([C@H](C)CO)C(=O)c2cc(NC(=O)c3ccccc3)ccc2O1
→ -7 | -1 | -0.1 | 0 | -1 | -10 | -0.1 | -8
O=C(CNc1ccc(F)cc1)N/N=C1\CCc2ccccc21
→ -13 | -4 | 0.0 | 4 | -4 | -33 | 1.0 | -4
Nc1nnc(SCC(=O)c2cccc([N+](=O)[O-])c2)s1
→ -20 | . | 0.4 | . | 3 | 4 | 0.3 | -1
CC(=O)c1c(C(C)=O)c(C)n(-c2ccc3ncccc3c2)c1C
→ 7 | -2 | 0.1 | 6 | 4 | 11 | 0.5 | 2
Cc1cc(SCC(=O)NCCCN2CCCC2=O)nc2ccccc12
→ -21 | -4 | -0.1 | -3 | 0 | 11 | 4.1 | -6
CO[C@@H]1CN(C)C(=O)c2ccc(NC(=O)C3CCOCC3)cc2OC[C@H](C)NC[C@@H]1C
→ -10 | 0 | 0.0 | -5 | 0 | 7 | -1.6 | 17
Cc1noc(C)c1NC(=O)N(C)C[C@@H]1OCCCC[C@@H](C)Oc2ccc(NC(=O)Cc3ccccc3)cc2C(=O)N([C@H](C)CO)C[C@H]1C
→ 9 | 6 | -1.1 | -4 | 1 | -1 | 1.9 | 4
CN(C)C(=O)c1cccc(-c2ccc3c(c2)[C@H]2[C@H](CCN2C(=O)Cc2ccccc2)[C@@H](CO)N3)c1
→ -7 | 1 | 0.1 | -1 | -2 | -14 | 0.6 | 6
CNC(=O)NC(=O)COC(=O)c1cccc(S(=O)(=O)N2CC3(C)CC2CC(C)(C)C3)c1 (centres undefined)
→ -5 | . | 0.0 | . | 1 | -13 | -2.1 | .
COc1ccc(S(=O)(=O)N(C)C[C@@H]2OCCCC[C@H](C)Oc3ccc(NC(=O)CCC(F)(F)F)cc3C(=O)N([C@@H](C)CO)C[C@H]2C)cc1
→ -35 | 1 | -0.9 | -3 | -2 | -15 | 1.5 | 9
O=CN1CCN(C(=O)Cc2ccc(Cl)cc2)CC1
→ -51 | -13 | 0.1 | 7 | 3 | 18 | -0.3 | .
Cc1ccc(S(=O)(=O)N(C)C[C@H]2Oc3ccc(NC(=O)Cc4ccccc4)cc3C(=O)N([C@@H](C)CO)C[C@H]2C)cc1
→ 26 | -10 | 0.0 | 7 | 0 | -21 | -0.8 | -2
O=C(C1CCC1)N1CCN(c2ccnc3cc(Cl)ccc23)CC1
→ 7 | . | -0.1 | . | . | -4 | -1.6 | -3
Cc1cc(=O)c2ccc(C(F)(F)F)cc2[nH]1
→ -11 | . | -0.1 | . | 7 | 0 | -1.3 | 4
CC(C)(C)OC(=O)NCCCC[C@@H](C(=O)N1CCN(C(=O)OC(C)(C)C)CC1)n1cc(C(CO)NC(=O)OC(C)(C)C)nn1 (some centres undefined)
→ -12 | -6 | 0.1 | -1 | -1 | -16 | 2.2 | -6
COc1cc(OC)cc(-c2c(-c3cccs3)c3cc(-c4ccc(OC)c(F)c4)ccc3n2C)c1
→ -21 | -9 | 0.0 | 8 | -3 | 6 | 2.9 | -6
Cc1cc(C(=O)N2CCCC(Nc3ccc(F)cc3)C2)c(C)o1 (centres undefined)
→ -10 | 8 | 0.3 | -7 | 1 | 0 | -3.1 | .
Cc1ccc(C)c(S(=O)(=O)N2CCN(C(=O)c3cccn3C)CC2)c1
→ -6 | -3 | 0.0 | -9 | -1 | 13 | 3.5 | .
COc1ccc(N2CCN(C(=O)CCN3C(=S)NC(C)(C)CC3C)CC2)cc1 (centres undefined)
→ -5 | 2 | -0.1 | -3 | 3 | -10 | -2.6 | 3
Cc1ccc(CN(C(=O)c2sc3ccccc3c2Cl)C2CCS(=O)(=O)C2)cc1 (centres undefined)
→ . | -2 | . | -1 | . | -4 | . | -1
O=C(CSc1nccc(=O)[nH]1)Nc1cc(C(F)(F)F)ccc1N1CCOCC1
→ -8 | 0 | 0.5 | -1 | -7 | 1 | 0.0 | 5
CCC(CO)Oc1cc(NC(=O)c2ccccc2Cl)c2ncn(C(C)C)c2c1 (centres undefined)
→ -3 | 3 | 0.0 | -11 | . | 32 | 0.5 | 0
CCC(=O)n1nc(-c2cccnc2)nc1NCc1cccs1
→ -15 | -9 | 0.0 | 3 | 1 | 13 | 0.3 | 1
CC1(C)CC(=O)C2=C(C1)NC(SCC(=O)Nc1ccccc1)=C(C#N)C2c1ccco1 (centres undefined)
→ . | -3 | . | 14 | . | -14 | . | 1
CCN(CC)S(=O)(=O)c1cccc(C(=O)NC2=NCCS2)c1
→ -9 | -4 | 0.3 | 6 | -4 | 8 | 1.9 | 9
C[C@H](CO)N1C[C@H](C)[C@@H](CN(C)CC2CC2)Oc2ccc(N(C)C)cc2CC1=O
→ 7 | 0 | -0.1 | 0 | 5 | 14 | -0.5 | -6
NC(Cc1ccc(Cl)cc1)c1csc(Nc2cc(Oc3ccccc3)ncn2)n1 (centres undefined)
→ -74 | 3 | -0.1 | -10 | 2 | . | 0.0 | .
CCOc1ccc(C2=CS/C(=C(\C#N)c3nnc4n3CCCCC4)N2CC)cc1
→ . | 7 | . | 8 | . | 6 | . | -2
CC(C)(C)NC(=O)C(c1ccnc2ccccc12)n1c(=O)c(-c2cc3ccccc3[nH]2)nc2ccccc21 (centres undefined)
→ -33 | . | 0.0 | . | . | -7 | 1.5 | .
Cc1cccc(N2C(=O)C(Cl)=C(Nc3c(C)n(C)n(-c4ccccc4)c3=O)C2=O)c1C
→ -23 | 1 | . | 13 | 0 | -25 | -0.2 | 11

Retrieved by structure from the list above (five):
Values run as follows: RAD52 inh | RAD54 branch | Xi reactivation | esBAF inh | ERAP1 inh | INS-1E GSIS act | CFTR F508del cor | ARNT-TACC3 inh
CCN(CC)S(=O)(=O)c1cccc(C(=O)NC2=NCCS2)c1
→ -9 | -4 | 0.3 | 6 | -4 | 8 | 1.9 | 9
CCC(=O)n1nc(-c2cccnc2)nc1NCc1cccs1
→ -15 | -9 | 0.0 | 3 | 1 | 13 | 0.3 | 1
NC(Cc1ccc(Cl)cc1)c1csc(Nc2cc(Oc3ccccc3)ncn2)n1 (centres undefined)
→ -74 | 3 | -0.1 | -10 | 2 | . | 0.0 | .
CCOc1ccc(C2=CS/C(=C(\C#N)c3nnc4n3CCCCC4)N2CC)cc1
→ . | 7 | . | 8 | . | 6 | . | -2
C[C@H](CO)N1C[C@H](C)[C@@H](CN(C)CC2CC2)Oc2ccc(N(C)C)cc2CC1=O
→ 7 | 0 | -0.1 | 0 | 5 | 14 | -0.5 | -6

Going on with the list:
mol	RAD52 inh	RAD54 branch	Xi reactivation	esBAF inh	ERAP1 inh	INS-1E GSIS act	CFTR F508del cor	ARNT-TACC3 inh
C[C@H]1CN([C@@H](C)CO)C(=O)c2cccc(NS(C)(=O)=O)c2O[C@@H]1CN(C)C(=O)NC1CCCCC1	4	4	-0.5	-1	-3	11	4.3	-5
CC(C)NC(=O)Nc1ccc2c(c1)C(=O)N([C@H](C)CO)C[C@@H](C)[C@H](CN(C)C(=O)Nc1ccc3c(c1)OCO3)OCCCC[C@@H](C)O2	-10	-13	0.0	5	2	-11	2.0	4
COc1ccc(C(=O)COC(=O)CNC(=O)C2CCCCC2)c(OC)c1	-6	-24	.	5	1	-6	.	2
COc1ccc(C(C)=O)cc1CSc1nnc(Nc2ccc(C)cc2)s1	-13	10	0.0	.	0	.	.	1
COc1ccc(S(=O)(=O)N(CC(C)C)CC(C)C)c2cccnc12	0	4	0.1	4	2	-19	1.1	-1
COc1ccccc1CNC(=O)C[C@H]1C[C@@H]2c3cc(NC(=O)C4CCOCC4)ccc3O[C@@H]2[C@@H](CO)O1	-4	-12	0.0	-4	-1	-2	0.6	-6
Cc1cccc(N2CC(C(=O)Nc3nc4ccc(S(C)(=O)=O)cc4s3)CC2=O)c1C (centres undefined)	-12	-10	0.0	5	3	-11	-3.0	.
CC(OC(=O)Cc1cccc(C(F)(F)F)c1)C(=O)Nc1ccc(Cl)cn1 (centres undefined)	-3	2	0.0	-6	1	-24	1.8	-7
COc1ccccc1S(=O)(=O)N1[C@@H]2CNC[C@H]1C2c1ccc(-c2ccncc2)cc1 (some centres undefined)	0	.	0.0&0.0	.	0	4&5	0.4&-1.3	.
Cc1cccc(NC(=S)N/N=C/c2c[nH]c3ccccc23)c1	-33	-2	-0.1	88*	1	2	.	6
COc1ccc(C(=O)NNC(=O)CSc2nnc(-c3cccnc3)n2C)cc1	-3	.	0.5	.	1	-22	0.0	-3
C[C@H](CO)N1C[C@H](C)[C@H](CN(C)Cc2ccc(C(=O)O)cc2)Oc2c(NC(=O)c3nc4ccccc4s3)cccc2C1=O	1	-2	-0.1	-1	2	14	-0.1	-1
O=C(C[C@@H]1CC[C@@H](NC(=O)C2CC2)[C@@H](CO)O1)NCc1ccccc1Cl	-7	4	-0.6	2	1	-6	0.3	1
COc1ccc(/C=C(/NC(=O)c2ccco2)C(=O)N2CCCCCC2)cc1OC	-8	-1	0.0	.	-2	-9	3.9	0
CCN(CC(=O)NC1CCS(=O)(=O)C1)C(=O)c1cc(OC)c(OC)c(OC)c1 (centres undefined)	-13	-6	0.3	1	-1	22	0.5	.
CC(=O)Nc1ccc2oc(C)nc2c1	10	.	0.2	.	0	18	1.2	1
Cc1c2n(c3ccccc13)CCC2=O	-15	-2	0.0	-6	-2	7	1.1	-4
